Screening data from PubChem BioAssay.
TNAP inh hiacc: human TNAP enzyme inhibitors, primary screen, biochemical, luminescent, high phosphate acceptor level, uHTS; purified TNAP, CDP-star luminescence, 1 M DEA; inhibition, % at 20 µM; 0.03% of 200,000 active;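 active = over 50% inhibition of tissue-nonspecific alkaline phosphatase at 20 µM in the single-dose screen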;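 also: plate controls were DMSO wells for no effect and EDTA-quenched wells as full inhibition for full effect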
L major viab: Leishmania major promastigote growth inhibition, primary screen | Leishmania major promastigotes, resazurin fluorescence viability | 9% of 200,000 active | inhibition, % at 10 µM; in the data active = inhibition above about 50%;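 also: promastigotes grown with compound for 44 hours at 28 °C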
HMGR II inh: inhibitors of E. faecalis class II HMGR, primary screen, biochemical, Enterococcus faecalis; 0.41% of 190,000 active; purified E. faecalis HMGR, NADPH absorbance 340 nm kinetic; HMG-CoA reductase (Enterococcus faecalis, mvaE); inhibition, % at 10 µM;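 active = inhibition above a set limit, the median over all tested compounds plus 3 SD, cut at about 9.5% in these data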;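 also: enzyme runs in reverse so mevalonate oxidation gives rising NADPH absorbance; 0% = complete reaction with DMSO and 100% = background rate lacking mevalonate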
PMI act satM6P: human PMI activators, high substrate, primary screen, biochemical, fluorescence intensity, near-saturating mannose 6-phosphate. 0.34% of 190,000 active. activation factor at 20 µM. coupled PMI enzyme assay, resazurin fluorescence, 20 min; active compounds read high; 1 = untreated enzyme, 0 = substrate-free blank;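 active = activation factor of 2 or more at 20 µM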
Target sequence (P34949 whole entry, looked up): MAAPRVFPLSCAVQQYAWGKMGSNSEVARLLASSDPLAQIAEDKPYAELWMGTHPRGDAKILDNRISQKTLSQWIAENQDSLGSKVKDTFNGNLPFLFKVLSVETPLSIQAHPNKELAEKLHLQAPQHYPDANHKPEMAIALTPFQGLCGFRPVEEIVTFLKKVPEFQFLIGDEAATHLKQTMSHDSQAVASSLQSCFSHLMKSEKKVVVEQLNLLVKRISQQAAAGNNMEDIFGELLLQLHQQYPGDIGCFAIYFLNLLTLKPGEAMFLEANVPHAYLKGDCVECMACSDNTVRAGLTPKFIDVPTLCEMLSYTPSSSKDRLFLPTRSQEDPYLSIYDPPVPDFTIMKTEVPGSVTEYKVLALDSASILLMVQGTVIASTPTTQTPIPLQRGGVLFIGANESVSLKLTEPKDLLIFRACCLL
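assay system = human phosphomannose isomerase with PGI, G6PDH, diaphorase coupling enzymes | quantity = 15 ng/mL PMI | incubation = enzyme reaction with compound 20 min at room temperature | medium = HEPES pH 7.4 buffer with MgCl2 and Tween-20 | compound dosing = one concentration, 20 µM, in 1% DMSO | measured by = Diaphorase-driven resazurin-to-resorufin fluorescence, excitation 544, emission 590 nm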
Redox H2O2 prof: compounds producing H2O2 with reducing agent – biochemical, NIH compound library profiling, artefact control for MLSCN library redox annotation, primary screen; DTT-dependent redox cycling H2O2, phenol red/HRP absorbance; 100% = 100 µM peroxide control, 0% = buffer; 0.03% of 200,000 active; activation, % at 10 µM;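 active = activation of at least 50% relative to the plate's high and low controls in the primary single-dose screen; inactive = activation below 50%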;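 also: compound incubated with DTT at 0.8 mM final as the reducing agent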
PMI activator: activators of human PMI, primary screen, biochemical, fluorescence intensity, near-Km mannose 6-phosphate; purified human PMI, coupled resazurin fluorescence, 20 min; active compounds read high; 1 = vehicle control, 0 substrate-free wells; activation factor at 20 µM; 0.005% of 190,000 active; AID 1214, 2008;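 active = activation factor of 2 or more at 20 µM, relative to plate controls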
S1P3 antagonist: S1P3 receptor antagonists, primary screen, cell-based; AID 485, 2006; inhibition, % at 4.98 µM; Sphingosine 1-phosphate receptor 3 (Homo sapiens), Q99500; 0.27% of 170,000 active; CHO S1P3 NFAT-BLA reporter, FRET fluorescence, antagonist mode;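 active = inhibition above the plate cutoff, the mean inhibition of test wells on that plate plus 3 SD, cut at about 28% in these data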;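 also: cells challenged with S1P at its EC80 of 0.8 µM; blue over green emission ratio from cleaved BLA substrate after 4 h stimulation; 0% = S1P-stimulated wells and 100% = unstimulated DMSO-only wells; some compounds past the cut are filed as inactive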
Target sequence (Q99500 whole entry, looked up): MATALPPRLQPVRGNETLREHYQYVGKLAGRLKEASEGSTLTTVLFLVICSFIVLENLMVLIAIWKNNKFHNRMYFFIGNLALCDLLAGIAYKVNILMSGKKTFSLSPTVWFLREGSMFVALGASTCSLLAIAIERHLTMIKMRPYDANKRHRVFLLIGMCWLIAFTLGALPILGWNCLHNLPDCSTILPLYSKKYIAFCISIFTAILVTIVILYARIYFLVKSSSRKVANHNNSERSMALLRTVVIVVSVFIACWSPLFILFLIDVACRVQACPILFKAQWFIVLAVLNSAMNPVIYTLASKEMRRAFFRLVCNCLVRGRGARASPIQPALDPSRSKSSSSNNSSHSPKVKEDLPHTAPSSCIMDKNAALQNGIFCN
TNAP inh no acc: human TNAP enzyme inhibitors, primary screen, biochemical, luminescent, no phosphate acceptor, uHTS. AID 1012, 2008. 0.26% of 200,000 active. inhibition, % at 20 µM. purified TNAP, CDP-star luminescence, 30 min. Alkaline phosphatase, tissue-nonspecific isozyme (Homo sapiens), P05186;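 active = tissue-nonspecific alkaline phosphatase inhibition above about 50% at 20 µM in the single-dose screen, limit read from the data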;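 also: 0% = DMSO negative control and 100% = EDTA positive control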
Hsp70 activator: Hsp70 transcriptional activators, primary screen, cell-based, HeLa, Hsp70 promoter luciferase, luminescence, 10 µM; HeLa Hsp70 promoter luciferase reporter; scaled: vehicle 0, proteasome-inhibitor control 100%; activation, % at 10 µM; 0.04% of 200,000 active;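 active = activation above the mean across all tested compounds plus 3 SD, cutoff set per campaign, cut at about 5.5% in these data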;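 also: 100% = MG132 at 30 µM as the positive control and 0% = DMSO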
RAM inhibit: inhibitors of the yeast RAM network, primary screen, dse1pr::URA3 reporter, 5-FOA selection; S. cerevisiae dse1pr::URA3 reporter, 5-FOA growth OD615, 2 d; analog-sensitive cbk1-as2 kinase mutant strain; 1.8% of 190,000 active; AID 868, 2007; inhibition, % at 50 µM;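 active = inhibition above a set limit, 3 SD over mean compound inhibition, cut at about 8.4% in these data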;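 also: 0% = DMSO-only wells with no growth and 100% = 10 µM 1-NA-PP1 full growth; inhibition rescues growth on 5-FOA so higher OD means more RAM inhibition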
* marks the source's active call; other numbers are inactive results; nt = not tested or not shown.

Value order – TNAP inh hiacc	L major viab	HMGR II inh	PMI act satM6P	Redox H2O2 prof	PMI activator	S1P3 antagonist	TNAP inh no acc	Hsp70 activator	RAM inhibit
- O=C(N/N=C/c1cc(Br)ccc1O)C(c1ccncc1)N1CCOCC1 (centres undefined)
  -3	21	-5	1.1	0.1	1.1	5	-13	-0.3	-0.7
- O=C(Nc1cccc(-c2cnc3ccccc3n2)c1)c1ccncc1
  -7	11	0	1.1	-0.1	1	-14	-7	-0.2	1.5
- COc1ccc(N2CCN(C(=O)CN3CCN(c4nc(-c5ccc(F)cc5)cs4)CC3)CC2)cc1
  -5	44	-1	0.8	-1.4	0.9	1	-10	-0.2	-1.6
- COc1cccc(C(=O)CSc2nnc(-c3cccs3)o2)c1
  0	-4	-3	1.1	-1.9	1.1	-6	-8	-0.1	2.9
- CC(=O)c1ccc(N2CCN(C(=O)CCCc3nc4ccccc4s3)CC2)cc1
  2	1	-2	0.9	0.2	0.9	12	1	-0.2	9.3*
- Cc1cc(C(=O)CN2C(=O)NC3(CCCc4ccccc43)C2=O)c(C)n1Cc1ccccc1 (centres undefined)
  -3	53*	2	0.9	0.3	0.8	nt	-2	0.0	1.0
- COc1ccc(Cl)cc1N(CC(=O)N1CCC(C)CC1)S(C)(=O)=O
  -2	0	-1	1	-0.5	1	nt	-9	-0.5	1.9
- CCOC(=O)c1cn(CC#N)c2cc(F)c(F)cc2c1=O
  -2	1	-3	1	-0.4	1	-1	-8	-0.2	0.7
- COc1ccc(-c2cnc(N)nc2-c2ccc(OC)cc2O)cc1
  -6	8	-7	0.9	0.1	0.9	21	-11	0.0	1.0
- COc1ccc(C(CC(=O)Nc2ccccc2OC)n2cccc2)cc1 (centres undefined)
  0	54*	-1	1	0.1	0.9	-8	-14	-0.2	0.1
- Cc1ccccc1OCCCC(=O)Nc1nncs1
  -7	2	-7	1	-0.7	1	2	-3	-0.3	1.6
- O=C(/C=C/c1ccccc1)NC(=S)Nc1ccc(N2CCOCC2)cc1
  1	1	0	0.8	1.2	0.8	nt	-3	-0.4	4.6
- CCCOc1ccc(/C=N/NC(=O)C2CCCN2S(=O)(=O)c2ccc(Cl)cc2)cc1 (centres undefined)
  1	59*	-1	0.8	-0.1	0.7	nt	-4	-0.1	1.6
- COc1ccc(C2C(C(=O)c3cccs3)=C(O)C(=O)N2c2nncs2)cc1 (centres undefined)
  -3	-4	2	1.6	-3.5	1.1	nt	-19	0.5	2.5
- O=C(NCCN1CCCC1)C1(S(=O)(=O)c2ccc(Cl)cc2)CC1
  -1	1	-7	0.9	-0.5	1	-26	-5	0.0	-0.5
- CCOC(=O)c1nnn(-c2nonc2N)c1COc1ccccc1
  0	3	-2	0.9	1.2	0.9	-41	1	-0.1	-0.1
- CCOc1ccc(CCNC(=O)c2cc3c(C)nccc3[nH]c2=O)cc1OCC
  -1	1	-1	1.1	-1.8	1	3	6	-0.1	0.4
- CCN(CC)CCNC(=O)c1cc(Sc2nnc(C)s2)nc2ccccc12
  -4	3	0	1	-0.1	0.9	-13	-8	-0.1	1.3
- O=C(COC(=O)c1ccc2ncsc2c1)NC(=O)c1ccccc1
  0	-5	0	1	-0.9	1	-26	-5	-0.3	2.1
- O=C(NCc1ccccn1)c1cnc2sccn2c1=O
  -3	0	-3	1	-1.2	1	-27	-10	-0.3	0.6
- CN(C(=O)c1ccc(Cl)cc1)C1=CCCCC1CCC#N (centres undefined)
  -7	-1	2	1.1	3.6	1	17	-2	0.1	-0.3
- FC(F)(F)c1nnc2ccc(-n3ccnc3)nn12
  -2	-7	-3	1	-1.2	1.1	-15	-16	-0.3	0.3
- COC(=O)C1=C(C)OC(N)=C(C#N)C1C1CCCCC1 (centres undefined)
  -1	2	-6	1	1.4	1.1	-6	4	0.1	1.1
- COc1cc(C(=O)Nc2ccc(Br)cc2C(=O)c2cc(OC)c(OC)c(OC)c2)cc(OC)c1OC
  -3	10	0	0.8	0.1	0.8	nt	-10	-0.2	2.8
- O=C(O)c1ccc2c(=O)[nH]c(CN3CCOCC3)nc2c1
  -4	-4	-7	1.1	-1.1	1.1	nt	-2	0.1	-0.1
- COc1ccc(OC)c(NC(=O)CC2SC(=Nc3ccc(F)cc3)N(CCC3=CCCCC3)C2=O)c1 (centres undefined)
  -3	55*	-13	0.8	0.2	0.8	0	1	-0.3	5.5
- Cn1c(=O)c(C(=O)COC(=O)c2cc(C(F)(F)F)nc3c(C(F)(F)F)cccc23)c(N)n(CC2CC2)c1=O
  0	4	-1	1	0.1	1	-16	-4	-0.3	2.3
- NC(=O)c1ccc(N2CCCCC2)c(N2C(=O)CCC2=O)c1
  -7	-2	-4	1	-0.6	1	-1	-20	0.0	0.2
- COc1cccc(C(=O)N2CCN(C(=O)c3ccc(-c4ccccc4)cc3)CC2)c1OC
  -11	-3	4	0.9	0.1	0.9	-17	-10	-0.3	1.0
- Cc1ccc(S(=O)(=O)NCC(=O)NC2CCCCCC2)cc1
  -7	-6	-5	1.1	1.6	1	43	-12	-0.2	1.4
- CC(=O)N1CCc2cc(S(=O)(=O)NC(C(=O)Nc3ccc4c(c3)OCCO4)C(C)C)ccc21 (centres undefined)
  -4	-5	-7	0.9	-2.4	0.9	7	-9	-0.3	-0.1
- Cn1nnnc1SCCNC/C=C/c1ccccc1
  0	32	1	1	2.0	1.1	-7	7	-0.5	1.8
- CCCCNC(=O)Nc1nnc(-c2ccc(OCC)cc2)o1
  -7	2	-3	1	0.1	1	nt	-4	0.2	2.3
- CCn1nc([N+](=O)[O-])c(C(C#N)c2nc3ccccc3n2C)c(Cl)c1=O (centres undefined)
  17	1	-1	1	-0.1	1	-3	18	-0.6	5.7
- CC(=O)c1cccc(NC(=S)NNC(=O)c2ccc(C)c([N+](=O)[O-])c2)c1
  -8	-1	-2	1	0.5	1	-10	-145	-0.3	2.2
- CCCOc1ccc(N2C(=O)C3ON(c4ccccc4)C(c4ccc(O)c(OC)c4)C3C2=O)cc1 (centres undefined)
  -3	0	2	1	0.7	0.9	nt	-15	-0.3	4.2
- O=C(Cc1ccc(Cl)cc1)NCCCn1ccnc1
  4	19	4	0.9	1.9	0.9	nt	0	0.0	0.5
- COc1ccc(Cl)cc1NC(=O)CN1C(=O)CCS(=O)(=O)c2ccccc21
  -4	-4	-5	0.7	2.3	0.9	nt	-6	0.1	2.1
- CCO[C@H]1OC(C(=O)N2CCCCCCC2)=C[C@@H](c2ccccc2)[C@@H]1CCCO
  -10	-12	-2	1	0.5	1	-18	-11	0.5	0.1
- CN(c1cccc(NC(=O)CSc2ccc(Cl)cc2)c1)S(C)(=O)=O
  -1	74*	-5	0.9	0.1	1	nt	-6	-0.5	1.4
- CCOC(=O)c1c(C)c(C(=O)NCCCN2CCCC2=O)c(C)n1CC
  -6	-6	-3	1	2.2	1	8	-15	0.4	1.6
- Cc1ccc(CSc2nnc(-c3ccccc3N)c(=O)[nH]2)cc1
  -4	-7	0	1.1	0.1	1	nt	-16	-0.3	0.3
- COc1ccc(OC)c(-n2c(SCC(N)=O)nnc2-c2c[nH]c3ccccc23)c1
  -4	-4	0	0.9	-0.8	1	-16	-12	-0.1	0.0
- COc1cccc(OC)c1Oc1ccc(C(F)(F)F)cn1
  -4	3	-2	0.8	1.9	0.8	9	-8	0.6	0.1
- CCN(CC)C(=O)C(Cc1ccccc1)N1C(=O)c2ccccc2C1=O (centres undefined)
  0	-4	-3	1.1	0.1	1.1	nt	-7	-0.2	-0.4
- CCSc1nnc(NC(=O)CSc2c(Cl)cccc2Cl)s1
  0	-4	-7	0.8	-3.6	0.9	nt	2	-0.2	3.5
- Cc1cccc(-n2c(CCn3nc(C)c([N+](=O)[O-])c3C)n[nH]c2=S)c1
  -2	-3	0	1.1	-0.8	1.1	nt	9	-0.4	-0.1
- CCOC(=O)c1ccc(NC(=O)c2ccc(CN3CCOCC3)cc2)cc1
  -2	84*	-4	0.9	1.2	0.9	4	1	0.0	1.5
- O=c1cc(Nc2ccc3c(c2)OCCO3)[nH]c(=O)n1-c1ccc(Br)cc1
  -1	-8	-3	0.4	0.4	0.9	nt	-7	0.0	3.1
- O=C(Cn1nnc(-c2ccncc2)n1)N(C1CCCCC1)C1CCCCC1
  0	6	-10	1	1.6	0.9	-18	-5	0.0	2.3
- COc1cccc(NC(=O)CN(C)C(=O)c2ccc3ccccc3c2)c1
  -7	19	-4	0.8	0.2	1	nt	-20	-0.3	2.9
- N#CC1=C(N)C2=C(N3CCCCC3)CCCC2C1(C#N)C#N (centres undefined)
  -4	-4	-1	0.9	-0.4	0.9	-6	-13	-0.4	-0.3
- O=C(CCCOc1ccc(Cl)cc1Cl)NN1CCOCC1
  -7	-1	4	0.9	0.0	1	-12	-7	0.0	1.3
- CCC(C)C(=O)Nc1cc(OC)c(OC)cc1C(=O)O (centres undefined)
  0	-5	2	0.9	1.6	0.9	12	-7	0.8	0.8
- CCOc1ccc(NC(=O)c2ccccc2NS(C)(=O)=O)cc1
  0	-5	-5	1	0.3	1	nt	-7	-0.1	0.9
- O=C(CN1CCC(O)(c2ccc3c(c2)OCO3)CC1)NC1CCCCC1
  -5	3	0	1	0.0	0.9	-14	-7	0.2	0.0
- Cn1c(Cn2c(=O)sc3ccccc32)nnc1SCC(=O)NCc1ccccc1
  -2	20	-10	0.9	-0.5	0.9	-4	-10	-0.2	1.1
- CC(NC(=O)Cc1ccc(F)cc1)c1ccc(F)cc1 (centres undefined)
  2	42	-1	1	nt	1	-5	-5	0.0	0.7
- CCOc1ccc(C(=O)Nc2cc(C)ccn2)cc1
  1	10	0	1.2	-0.5	1.2	9	-11	-0.7	-0.4
- CNc1oc(-c2ccccc2Cl)nc1P(=O)(c1ccccc1)c1ccccc1
  -2	16	-3	1	0.4	0.9	10	-7	-0.4	1.7
- CCN(CC)c1ccc(NC(=O)Cn2ncc3c(C)n(Cc4ccccc4F)c(C)c3c2=O)c(C)c1
  0	-6	-9	0.7	-0.1	0.8	-5	-9	1.2	-0.5
- COc1ccccc1N(CC(=O)NCCc1ccccc1)S(C)(=O)=O
  1	-8	1	1.1	1.6	1	-62	-8	-0.1	-0.1
